Screening data from PubChem BioAssay.
PMI act: activators of human phosphomannose isomerase | purified human PMI, coupled resazurin fluorescence, 20 min; hits give high values; 1 = vehicle control, 0 substrate-free wells | activation factor at 20 µM | 0.005% of 190,000 active | AID 1214;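 active = activation factor of 2 or more at 20 µM, relative to plate controls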
Target sequence (P34949 whole entry, looked up): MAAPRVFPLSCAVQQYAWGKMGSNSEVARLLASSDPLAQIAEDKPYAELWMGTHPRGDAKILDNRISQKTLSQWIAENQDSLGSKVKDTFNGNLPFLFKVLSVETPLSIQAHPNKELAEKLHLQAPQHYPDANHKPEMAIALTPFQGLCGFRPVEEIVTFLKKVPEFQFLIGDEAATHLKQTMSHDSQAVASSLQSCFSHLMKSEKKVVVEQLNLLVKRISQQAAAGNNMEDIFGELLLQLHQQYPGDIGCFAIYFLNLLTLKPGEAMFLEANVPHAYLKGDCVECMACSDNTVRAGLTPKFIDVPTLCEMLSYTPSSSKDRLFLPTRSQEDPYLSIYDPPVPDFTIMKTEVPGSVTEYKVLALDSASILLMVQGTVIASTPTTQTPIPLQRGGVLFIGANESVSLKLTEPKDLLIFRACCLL
TNAP inh hi DEA: inhibitors of human TNAP at high phosphate acceptor concentration; P05186; 0.03% of 200,000 active; purified TNAP, CDP-star luminescence, 1 M DEA; inhibition, % at 20 µM;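 active = over 50% inhibition of tissue-nonspecific alkaline phosphatase at 20 µM in the single-dose screen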;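 also: plate controls were DMSO wells for no effect and EDTA-quenched wells as full inhibition for full effect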
Diaphorase act: diaphorase activation or chemical reduction counter-screen. Diaphorase/resazurin coupled assay, resorufin fluorescence, 16 min; hits give high values; 1 = vehicle wells, 0 = NADH-free wells. activation factor at 20 µM. 0.005% of 190,000 active;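 active = diaphorase activity raised at least twofold by the compound at 20 µM; inactive = activation factor below 2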
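Material: purified diaphorase enzyme from Clostridium kluyveri / Medium: HEPES pH 7.4 buffer with MgCl2 and Tween 20 / Schedule: enzyme reaction of 16 min at room temperature / Measured by: resorufin fluorescence, excitation 544 nm, emission 590 nm / Evaluation: rise in resorufin formation, marking diaphorase activation or chemical reduction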
Diaphorase inh: counter-screen for diaphorase-based assays: diaphorase inhibitors and chemical oxidizers; 0.69% of 190,000 active; AID 1217; diaphorase resazurin-to-resorufin fluorescence, NADH, 16 min; bacterial (C. kluyveri) enzyme, not human; inhibition, % at 20 µM;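 active = primary screen inhibition at 20 µM above a set limit, cut at about 50% in these data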;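 also: plate controls were DMSO with full reaction for no effect and wells lacking NADH for full effect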
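material = Clostridium kluyveri diaphorase enzyme | amount = 0.14 U/mL diaphorase, enzyme working solution | schedule = incubation 16 min, room temperature | detection = fluorescence of resorufin formed from resazurin, Ex 544/Em 590 nm | benchmarks = positive control minus NADH, DMSO neutral control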
TNAP inh no acc: TNAP (human) inhibition, acceptor-free conditions | P05186 | purified TNAP, CDP-star luminescence, 30 min | inhibition, % at 20 µM | 0.26% of 200,000 active;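 active = tissue-nonspecific alkaline phosphatase inhibition above about 50% at 20 µM in the single-dose screen, limit read from the data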;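 also: 0% = DMSO negative control and 100% = EDTA positive control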
TNAP act hi DEA: increases human TNAP activity under high phosphate acceptor concentration | purified TNAP, CDP-star luminescence, 1 M DEA, 30 min; hits give high values; 0 = EDTA background, 1 = DMSO-only activity | activation factor at 20 µM | 200,000 tested, under 10 active;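 active = activation factor at least 2 at 20 µM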
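Measured by: Luminescent substrate turnover signal | Test system: Human TNAP | Input: TNAP 1/800 final | Dosing: 20 µM single point | Schedule: 30 min, room temperature | Controls: EDTA wells as negative control, DMSO wells as positive control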
PMI act hi M6P: activators of human phosphomannose isomerase at near-saturating mannose 6-phosphate; coupled PMI enzyme assay, resazurin fluorescence, 20 min; hits give high values; 1 = untreated enzyme, 0 = substrate-free blank; activation factor at 20 µM; P34949; AID 1216; 0.34% of 190,000 active;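 active = activation factor of 2 or more at 20 µM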
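Material: human phosphomannose isomerase with PGI, G6PDH, diaphorase coupling enzymes. Quantity: 15 ng/mL PMI. Medium: HEPES pH 7.4 buffer with MgCl2 and Tween-20. Reagent: Near-saturating mannose-6-phosphate, 1.0 mM. Compound: 20 µM single dose. Times: enzyme reaction with compound 20 min at room temperature. Detection: resorufin fluorescence at Ex 544/Em 590 nm.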
G6PDH CS: inhibits Leuconostoc G6PDH, flagging false hits in G6PDH-based assays. Purified L. mesenteroides G6PDH, diaphorase/resazurin coupled fluorescence, 45 min. inhibition, % at 5 µM. 0.12% of 200,000 active. AID 1020; in the data active = inhibition above about 50%
FLuc act counter: affects firefly luciferase, flagging false hits in luciferase stimulation screens. activation factor at 10 µM. 200,000 tested, under 10 active. P08659. AID 1027. ATPlite luciferase biochemical, luminescence, 10 min; 0 = ATP-free wells, 1 = DMSO control;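 active = luciferase activation factor, scaled between plate controls, of at least 2 with compound at 10 µM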
Target sequence (P08659 whole entry, looked up): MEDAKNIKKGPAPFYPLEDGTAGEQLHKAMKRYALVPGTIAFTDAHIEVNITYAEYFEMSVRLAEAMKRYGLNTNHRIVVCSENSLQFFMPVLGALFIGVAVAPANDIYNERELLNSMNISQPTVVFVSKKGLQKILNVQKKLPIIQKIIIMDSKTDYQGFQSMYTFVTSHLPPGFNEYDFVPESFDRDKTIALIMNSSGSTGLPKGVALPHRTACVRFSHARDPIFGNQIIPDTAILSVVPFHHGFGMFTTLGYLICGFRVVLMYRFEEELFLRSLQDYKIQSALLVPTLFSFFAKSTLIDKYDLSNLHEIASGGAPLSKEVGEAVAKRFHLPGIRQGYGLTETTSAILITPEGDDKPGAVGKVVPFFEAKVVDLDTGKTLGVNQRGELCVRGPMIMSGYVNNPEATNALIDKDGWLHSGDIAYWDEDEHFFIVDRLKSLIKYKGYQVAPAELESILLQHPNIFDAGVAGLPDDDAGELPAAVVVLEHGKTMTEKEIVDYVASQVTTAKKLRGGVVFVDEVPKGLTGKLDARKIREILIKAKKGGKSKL
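test system = cell-free luciferase reagent | medium = PBS as buffer for the ATP substrate | dosing = test compounds dosed from 2 mM stocks in 100% DMSO | incubation = 10 min at ambient temperature | detection = luminescence measurement of luciferase light output | benchmarks = low control with PBS replacing ATP, high control enzyme plus ATP without compound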
HMGR II inh: blocks class II HMG-CoA reductase of Enterococcus faecalis; purified E. faecalis HMGR, NADPH absorbance 340 nm kinetic; inhibition, % at 10 µM; 0.41% of 190,000 active;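 active = inhibition above a set limit, the median over all tested compounds plus 3 SD, cut at about 9.5% in these data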;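 also: enzyme runs in reverse so mevalonate oxidation gives rising NADPH absorbance; 0% = complete reaction with DMSO and 100% = background rate lacking mevalonate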
Numbers without * were called inactive. Outcome played no part in choosing rows. About 1.7% of those tested had a hit in this group.

Values run as follows: PMI act | TNAP inh hi DEA | Diaphorase act | Diaphorase inh | TNAP inh no acc | TNAP act hi DEA | PMI act hi M6P | G6PDH CS | FLuc act counter | HMGR II inh
CC(=O)NC1(c2ccc(F)cc2)CCN(C(=O)Nc2ccc(F)cc2F)CC1
 : 0.9 | -2 | 0.9 | 9 | -1 | 1 | 1 | 4 | 1.1 | -4
CCOc1ccc(S(=O)(=O)Nc2ccncc2)c(C)c1C
 : 1.2 | -3 | 1.1 | -10 | -12 | 1 | 1.1 | 3 | 1 | -7
Cc1ccccc1Cc1c(C)nc2ncnn2c1C
 : 1 | -2 | 1 | 3 | -19 | 1 | 1.1 | 2 | 1.1 | 1
CC(C)Cc1nc2sc3c(NCc4ccco4)ncnc3c2c2c1COC(C)(C)C2
 : 0.8 | -4 | 0.7 | 31 | -12 | 1 | 0.8 | -12 | 1.1 | 1
CSc1nnc(-c2cccc(C)c2)n1N
 : 0.9 | -3 | 1 | 0 | -10 | 1 | 1 | 4 | 1 | -4
CCn1c(C(Cc2ccccc2)NC(=O)COC)nc2ccccc21 (configuration not stated)
 : 1 | 0 | 1 | 3 | -12 | 1 | 0.9 | -13 | 1.1 | -1
Cn1c(=O)c(NC(=O)c2ccccc2)c2n(c1=S)CCCCC2
 : 1.1 | -4 | 1 | 0 | -5 | 1 | 1.1 | -11 | 1.1 | -3
CC(C)(O)c1cc(=O)sc2nc3ccccc3n12
 : 0.9 | -5 | 0.8 | 16 | -2 | 1.1 | 1 | 4 | 0.5 | -5
O=c1c(-n2cncn2)c[nH]n1-c1cccc(Cl)n1
 : 1.2 | -1 | 1 | 0 | -6 | 1 | 1.1 | 5 | 1 | -2
COc1ccc(OCC2CCCN(Cc3nc(CC4CC4)no3)C2)cc1 (configuration not stated)
 : 0.9 | 0 | 0.9 | 8 | -2 | 1 | 0.9 | 9 | 1 | 5
CCCn1c(CN(C)Cc2ccccc2)nc2c1c(=O)n(C)c(=O)n2C
 : 1.1 | -3 | 0.9 | 7 | -11 | 1 | 1 | -3 | 1.1 | -3
COc1ccc(-c2nnc(OCc3ccccc3)c3ccccc23)cc1
 : 0.8 | 2 | 0.8 | 23 | -4 | 1 | 0.9 | -18 | 1 | 0
O=C(Nc1ccc(S(=O)(=O)N2CCCCC2c2cccnc2)cc1)c1ccccc1F (configuration not stated)
 : 1 | -8 | 1 | 0 | -13 | 1.1 | 1 | 6 | 1 | 2
CCOC(=O)COc1ccccc1/C=C1/NC(=O)NC1=O
 : 1.1 | 6 | 1 | -2 | -3 | 0.9 | 1.1 | 0 | 1.1 | -2
COc1ccc(C(CC(=O)O)NS(=O)(=O)c2ccc(C)cc2)cc1 (configuration not stated)
 : 1.4 | -2 | 1.1 | -6 | -6 | 1 | 1.6 | 5 | 1 | -7
NC(=O)c1ccsc1NC(=O)CSc1nnc2ccccn12
 : 0.9 | -1 | 0.8 | 21 | -3 | 1 | 0.9 | -4 | 1 | -6
Cc1nn(-c2ccccc2)c(C)c1C(=O)OCC(=O)NC12CC3CC(CC(C3)C1)C2
 : 0.9 | -5 | 0.7 | 33 | -14 | 1.1 | 0.7 | 3 | 1.1 | 0
Cc1nnc(Nc2ccc3c(c2)ncn3C)c2ccccc12
 : 1 | -9 | 0.9 | 13 | -9 | 1.1 | 1 | -4 | 1 | -7
O=C(Nc1cc(Cl)ccc1N1CCOCC1)c1ccc2c(c1)OCCO2
 : 1 | 0 | 0.8 | 16 | -4 | 1 | 1 | 3 | 1 | 2
Cc1cc(C(=O)Oc2cccnc2)ccc1[N+](=O)[O-]
 : 0.9 | 2 | 0.9 | 10 | -16 | 1 | 1 | 7 | 1 | -4
CCOc1cc(N2CCOCC2)c(OCC)cc1NC(=O)c1cc(-c2ccco2)nc2ccccc12
 : 0.9 | -2 | 0.8 | 18 | -1 | 1 | 0.8 | 9 | 1 | 2
C=CCn1c(C)cc(C(=O)Cn2nc(C(=O)O)c3ccccc3c2=O)c1C
 : 1 | -6 | 0.8 | 22 | -1 | 1.1 | 0.9 | 0 | 0.1 | 0
N#Cc1nc(-c2ccc(OCc3ccccc3)cc2)oc1NCCCN1CCOCC1
 : 0.9 | 1 | 1.1 | -6 | -5 | 1 | 1 | -2 | 1 | -1
CC(C)CNc1nc(Oc2ccc(=O)n(C)n2)nc(N2CCOCC2)n1
 : 1 | 1 | 0.9 | 9 | -6 | 1 | 1 | 0 | 1 | 2
O=C(NC(=S)N1CCN(C2CCCCC2)CC1)c1ccccc1
 : 1 | 2 | 1 | -1 | -6 | 1 | 1 | 0 | 1 | -4
Cc1sc2ncnc(Sc3ccccc3C(=O)Nc3ccc(Br)cc3)c2c1C
 : 1 | -2 | 0.9 | 6 | -7 | 1 | 1.1 | -17 | 1 | -5
CCOC(=O)COc1ccc(S(=O)(=O)N2CCc3ccccc3C2)cc1
 : 0.9 | -2 | 0.8 | 24 | -21 | 1 | 0.9 | -16 | 1.1 | 0
O=CN(c1ccccc1)c1ccc2ccccc2c1
 : 0.9 | -6 | 0.9 | 12 | -13 | 1.1 | 0.9 | 6 | 1.1 | 2
Cc1cc(C)cc(NC(=S)NCC2CCN(C(C)c3ccccc3)C2)c1 (configuration not stated)
 : 1 | -1 | 1.1 | -6 | -36 | 1 | 1 | 4 | 1 | -6
O=C(C1CCN(Cc2ccc(F)cc2)CC1)N1CCN(C/C=C/c2ccccc2)CC1
 : 1.1 | -2 | 0.9 | 6 | -9 | 1 | 1.1 | 3 | 1.1 | -3

Next part.
Values run as follows: PMI act | TNAP inh hi DEA | Diaphorase act | Diaphorase inh | TNAP inh no acc | TNAP act hi DEA | PMI act hi M6P | G6PDH CS | FLuc act counter | HMGR II inh
COc1cc(C(=O)Nc2ccc(S(=O)(=O)N(C)c3ccccc3)cc2)cc(OC)c1OC
 : 0.9 | 0 | 0.8 | 16 | -1 | 1 | 0.9 | 3 | 1 | 0
O=C(COC(=O)CCc1nc2ccccc2c(=O)[nH]1)NC1CCS(=O)(=O)C1 (configuration not stated)
 : 0.9 | -4 | 0.9 | 11 | -12 | 1 | 1 | 4 | 1.1 | 3
Cc1c(S(=O)(=O)N2CCN(c3cccc(C(F)(F)F)c3)CC2)c(=O)n(C)c(=O)n1C
 : 0.9 | -3 | 1 | 4 | -5 | 1 | 0.9 | 0 | 1.1 | -2
CC(C(=O)N1CCCCC1)N1C(=O)c2ccccc2C1=O (configuration not stated)
 : 0.9 | 2 | 1 | 2 | -9 | 1 | 1.1 | 0 | 1 | 0
Cc1occc1C(=O)N1CCN(c2ncccn2)CC1
 : 1 | -8 | 0.8 | 15 | -9 | 1.1 | 1 | -10 | 1.1 | 1
CC(C(=O)Nc1cccc([N+](=O)[O-])c1)n1nnc2ccccc21 (configuration not stated)
 : 1 | -2 | 0.9 | 9 | -6 | 1 | 1 | 2 | 1.1 | -5
Cc1nn(CCO)c2nc(-c3cccs3)cc(C(F)(F)F)c12
 : 0.9 | -2 | 0.8 | 18 | -3 | 1 | 0.9 | 0 | 1 | 0
CN(c1cccc(Cl)c1)S(=O)(=O)c1cccc(C(=O)NC2=NCCS2)c1
 : 1 | 9 | 1 | -4 | 8 | 0.9 | 1.1 | -2 | 1 | -6
CCCCNC(=O)N1CCOCCOCCN(C(=O)NCCCC)CCOCC1
 : 1 | -7 | 1 | 3 | -7 | 1.1 | 1.1 | 7 | 1.1 | 0
CSc1ccc(/C=C/c2ccc3cccc(O)c3n2)cc1
 : 1.3 | 7 | 0.8 | 15 | -16 | 0.9 | 0.8 | 5 | 0.5 | -4
CC1(C)CC(=O)C(C=NCc2ccccn2)=C(O)C1
 : 1 | -8 | 0.9 | 9 | 1 | 1.1 | 1 | 5 | 1.1 | -3
Cn1c2c(c(=O)[nH]c1=O)C(NC(=O)c1ccco1)(C(F)(F)F)C(=O)N2 (configuration not stated)
 : 0.9 | -6 | 0.8 | 18 | -15 | 1.1 | 1 | 11 | 1.1 | -2
O=C(CCCn1c(SCc2ccccc2F)nc2ccccc2c1=O)NCC1CCCO1 (configuration not stated)
 : 1 | -5 | 1 | 3 | -7 | 1.1 | 0.9 | 5 | 1.1 | -3
CS(=O)Cc1cc(Sc2ccccc2)nc(-c2ccncc2)n1 (configuration not stated)
 : 1.1 | -5 | 1.1 | -11 | -10 | 1.1 | 1 | 11 | 1 | -3
CCc1cc(-c2n[nH]c(=S)n2CC(C)C)cs1
 : 1 | -1 | 0.9 | 10 | 17 | 1 | 1 | 3 | 1 | 1
Cc1c(C(=O)NC2=NCCS2)oc2ccccc12
 : 1 | -3 | 0.9 | 10 | -9 | 1 | 1 | -20 | 0.5 | 2
CC(C)(SC(=S)N1CCOCC1)C(=O)O
 : 1.1 | -5 | 1 | 4 | -5 | 1 | 1 | 0 | 1.1 | -4
Oc1ccc(C=NCC2COc3ccccc3O2)cc1 (configuration not stated)
 : 0.9 | -5 | 0.9 | 8 | -14 | 1 | 0.9 | 1 | 1 | 3
O=C(c1ccco1)N1CCN(C(=O)c2cccs2)CC1
 : 1 | -2 | 0.9 | 13 | -6 | 1 | 1 | 8 | 1 | -4
Clc1nssc1=Nc1ccccc1
 : 0.4 | -5 | 1 | 0 | -22 | 1 | 0.6 | 6 | 1 | 4
COc1cc(/C=C2/C(=O)N(c3ccccc3)N=C2C)ccc1OS(=O)(=O)c1ccccc1
 : 0.9 | 1 | 0.6 | 41 | 11 | 1 | 0.7 | 2 | 1 | 1
N=C1C(c2nc3ccccc3s2)=C(O)CN1CCCO
 : 0.9 | -5 | 0.8 | 15 | -11 | 1.1 | 0.9 | 0 | 1.1 | -4

Rewritten as comma-separated lines: entries from further up
Molecule,PMI act,TNAP inh hi DEA,Diaphorase act,Diaphorase inh,TNAP inh no acc,TNAP act hi DEA,PMI act hi M6P,G6PDH CS,FLuc act counter,HMGR II inh
Cc1cc(C(=O)Oc2cccnc2)ccc1[N+](=O)[O-],0.9,2,0.9,10,-16,1,1,7,1,-4
CCOc1cc(N2CCOCC2)c(OCC)cc1NC(=O)c1cc(-c2ccco2)nc2ccccc12,0.9,-2,0.8,18,-1,1,0.8,9,1,2
C=CCn1c(C)cc(C(=O)Cn2nc(C(=O)O)c3ccccc3c2=O)c1C,1,-6,0.8,22,-1,1.1,0.9,0,0.1,0
